From PubChem BioAssay
DNMT1 block = inhibitors of human DNMT1; 360,000 compounds, 0.83% hits; inhibition (reported as % activation of signal), % at 10 µM; DNMT1 molecular beacon, Hinp1I cleavage, fluorescence; P26358; in the data active = inhibition above about 50%
STEP block = inhibitors of human striatal-enriched phosphatase STEP; P54829; recombinant STEP, OMFP fluorogenic substrate, fluorescence; inhibition, % at 20 µM; 360,000 compounds, 0.25% hits;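 active = inhibition at 20 µM, scaled per plate between control wells, above about 37%, limit read from the data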;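 note: 0% = DMSO with enzyme and substrate and 100% = substrate only without enzyme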
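Assay system: isolated STEP enzyme / Timing: 20 min at room temperature, dark / Doses: 20 µM, 1% DMSO / Technique: fluorescence intensity, excitation 480 nm, emission 540 nm / Reagent: fluorogenic phosphatase substrate OMFP at 25 µM final / Measure: percent inhibition scaled to no-enzyme and uninhibited-enzyme controls, plate-pattern corrected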
Tb MetRS inh = Trypanosoma brucei MetRS inhibition. purified T. brucei MetRS, ATP depletion, Kinase-Glo luminescence. inhibition, % at 11.9 µM. 360,000 compounds, 0.4% hits. AID 624268;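 active = inhibition above a per-plate cutoff of the control wells' mean inhibition plus 3 SD, cut at about 5.5% in these data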;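 note: 0% = DMSO wells median and 100% = median of wells with control inhibitor compound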
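Test system – parasite MetRS enzyme · Reagent – substrates ATP, L-methionine and bulk Escherichia coli tRNA · Doses – 11.9 µM compound single dose, 0.9% DMSO · Times – 15 min enzyme-compound preincubation, 2 h reaction, 10 min detection, 25 °C · Signal – Kinase-Glo luminescence, ATP depletion format · Controls – DMSO-only wells as low control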
Scp-1 inhibitor = blocks human Scp-1 phosphatase activity; inhibition, % at 20 µM; Recombinant Scp1, phosphopeptide, malachite green phosphate absorbance; 340,000 compounds, 0.88% hits; Q9GZU7; AID 493091;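 active = inhibition above about 50% at 20 µM, limit read from the data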;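 note: plate controls were DMSO wells with enzyme for no effect and wells lacking enzyme for full effect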
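System: SCP-1 catalytic domain; Reagent: Phospho 17-mer peptide substrate; Doses: one concentration, 20 µM, with 1.0% DMSO; Incubation: 45 min room-temperature reaction, 5 min colour, 30 min stabiliser; Signal: Phosphate-binding colour reagent, absorbance read at 630 nm.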
bovine MsrA act = bovine methionine sulfoxide reductase A activation; purified bovine MsrA, absorbance read-out; activation, % at 10.6 µM; 360,000 compounds, 0.3% hits; AID 602163; in the data active = activation above about 7.5%;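 note: 0% = vehicle and 100% = reference activator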
LMPTP inh = blocks human LMPTP phosphatase | P24666 | 360,000 compounds, 0.22% hits | inhibition, % at 20 µM | recombinant LMPTP-A, OMFP fluorogenic substrate, fluorescence intensity;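 active = compounds that cut the enzyme signal by at least half of the control window in the single-dose screen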;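 note: plate controls were DMSO wells with enzyme plus substrate for no effect and substrate without enzyme for full effect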
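Test system – LMPTP-A phosphatase enzyme · Quantity – 0.625 nM LMPTP-A final · Reagent – OMFP substrate, 400 µM final · Dosing – one test concentration per compound, 20 µM, with 3% DMSO overall · Timing – 50 min enzyme reaction at room temperature, protected from light · Detection – fluorescence intensity · Controls – substrate-only low control, DMSO enzyme-plus-substrate high control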
NRP1-CendR mod = modulators of CendR peptide binding to human neuropilin-1; O14786; FAM-RPARPAR peptide binding to NRP-1, fluorescence polarization; inhibition, % at 25 µM; 360,000 compounds, 0.85% hits;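 active = inhibition or corrected inhibition above about 18%, plus a signal ratio from 0.5 to 1.5, limit read from the data, passing the limit was not always enough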; note: strong numbers were not always called active
Target sequence (O14786 whole entry, looked up): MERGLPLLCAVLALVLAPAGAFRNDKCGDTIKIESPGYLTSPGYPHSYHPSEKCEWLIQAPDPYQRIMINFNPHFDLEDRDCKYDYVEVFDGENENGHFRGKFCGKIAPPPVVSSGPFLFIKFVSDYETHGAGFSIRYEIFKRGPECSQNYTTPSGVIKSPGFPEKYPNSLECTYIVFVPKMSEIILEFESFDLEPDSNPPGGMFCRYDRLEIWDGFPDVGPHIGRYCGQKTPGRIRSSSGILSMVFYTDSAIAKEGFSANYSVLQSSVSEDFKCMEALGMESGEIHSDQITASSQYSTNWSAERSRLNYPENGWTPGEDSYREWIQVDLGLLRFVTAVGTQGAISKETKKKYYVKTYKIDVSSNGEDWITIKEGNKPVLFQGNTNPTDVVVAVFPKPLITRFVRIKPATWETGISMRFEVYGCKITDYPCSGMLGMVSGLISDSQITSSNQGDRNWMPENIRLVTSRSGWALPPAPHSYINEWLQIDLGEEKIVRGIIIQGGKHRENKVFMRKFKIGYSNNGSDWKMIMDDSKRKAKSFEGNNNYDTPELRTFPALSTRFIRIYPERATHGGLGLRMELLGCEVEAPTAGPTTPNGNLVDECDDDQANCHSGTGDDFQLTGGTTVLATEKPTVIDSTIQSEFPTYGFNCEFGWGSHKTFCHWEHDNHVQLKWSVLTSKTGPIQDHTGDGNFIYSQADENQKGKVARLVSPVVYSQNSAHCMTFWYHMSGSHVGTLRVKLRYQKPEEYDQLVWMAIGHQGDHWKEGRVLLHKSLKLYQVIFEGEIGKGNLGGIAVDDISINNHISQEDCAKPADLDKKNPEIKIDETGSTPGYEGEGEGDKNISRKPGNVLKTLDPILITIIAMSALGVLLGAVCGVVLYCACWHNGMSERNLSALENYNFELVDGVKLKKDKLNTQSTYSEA
SUMO1-SIM PPI = alters human SUMO1 binding to SIM partners | P63165 | SUMO1 binding to a labelled peptide, TR-FRET, 1 h | inhibition, % at 20 µM | 360,000 compounds, 0.33% hits; in the data active = inhibition above about 37%
Target sequence (P63165 whole entry, looked up): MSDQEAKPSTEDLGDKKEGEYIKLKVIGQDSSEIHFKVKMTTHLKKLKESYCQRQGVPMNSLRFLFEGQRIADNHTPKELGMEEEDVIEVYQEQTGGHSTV
MsrA inh = inhibitors of bovine MsrA | purified bovine MsrA, absorbance read-out | inhibition, % at 15.5 µM | 360,000 compounds, 0.75% hits; in the data active = inhibition above about 4.5%;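 note: 0% = vehicle wells with enzyme and 100% = reference inhibitor wells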
E coli Lon inh = E. coli protease La inhibition; P0A9M0; purified E. coli Lon protease, fluorescence polarization; inhibition, % at 7.94 µM; 360,000 compounds, 0.42% hits; AID 602123; in the data active = inhibition above about 13%, passing the limit was not always enough;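 note: 0% = enzyme with probe and DMSO and 100% = no enzyme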
Active calls of the source: *; / = no result given.

canonical_smiles | DNMT1 block | STEP block | Tb MetRS inh | Scp-1 inhibitor | bovine MsrA act | LMPTP inh | NRP1-CendR mod | SUMO1-SIM PPI | MsrA inh | E coli Lon inh
CN(C)CCCNC(=S)N1CCn2c(nc3ccccc32)C1 | 1 | 1 | 0.3 | -2 | -3 | -4.5 | -5 | 5 | -0.6 | -15
COc1cccc(C(=O)Nc2cc(C)on2)c1 | 6 | -1 | -0.3 | / | 5 | -1.5 | 3 | 4 | -1.0 | 1
COc1cccc(-c2csc(N3CCN(C(=S)Nc4ccccc4Cl)CC3)n2)c1 | -8 | 2 | 0.3 | 10 | -13 | 0.0 | -2 | 3 | 1.5 | -2
CCOC(=O)C1CCCN(C(=O)c2ccc(-c3ccccc3)cc2)CC1 (stereo not drawn) | 9 | -1 | 0.0 | / | -1 | 0.5 | -10 | -2 | -1.0 | 8
CCN(CC(=O)Nc1c(F)cccc1F)C(=O)c1ccc(Cl)c(S(=O)(=O)N2CCCCC2)c1 | 0 | 2 | -0.2 | -4 | -1 | -0.3 | -9 | 3 | 2.2 | -5
Cc1ccc(NC(=S)NNC(=S)Nc2cccc(C(F)(F)F)c2)cc1 | -39 | 5 | 0.0 | -1 | -2 | 10.0 | -2 | 2 | 1.2 | 7
CCOC(=O)C1CCCN(C(=O)c2ccc3c(c2)N(Cc2ccccc2)C(=O)c2ccccc2S3=O)C1 (stereo not drawn) | 2 | -3 | -0.5 | -5 | -3 | -0.1 | -3 | -1 | 0.1 | -1
NC(=O)COC(=O)c1sc2ccccc2c1Cl | 0 | -3 | -0.6 | -4 | -3 | -0.7 | 0 | -13 | 0.7 | -1
Cc1cc(/C=C2/SC(=O)N(CC(=O)N3CCCC3)C2=O)ccc1N1CCOCC1 | 0 | 0 | -1.3 | 5 | -11 | -0.9 | -56 | -33 | -0.5 | -5
CCOC(=O)c1ccccc1NC(=O)C1CC(=O)N(C2CCCC2)C1 (stereo not drawn) | 5 | 1 | 0.3 | 7 | -2 | -3.3 | 4 | 3 | 1.7 | -11
CCCNC(=O)c1cc2c(c(-c3cccc(-c4ccc(F)cc4)c3)n1)[C@H](CCO)N(S(=O)C(C)(C)C)C2 (stereo partly drawn) | -7 | 3 | 0.1 | / | 1 | 0.2 | -3 | 12 | -0.4 | 1
O=C(CCc1ccccc1)n1nc(-c2ccco2)nc1SCc1ccccc1 | 9 | -1 | 0.2 | -16 | -3 | 0.3 | -36 | 3 | 0.5 | -17
CCOc1ccc(NC(=O)CC2C(=O)N(C)C(=S)N2Cc2ccc3c(c2)OCO3)cc1 (stereo not drawn) | 0 | 2 | 0.1 | -8 | 0 | 0.5 | 7 | -1 | 0.6 | 3
COc1ccc(C(CC(=O)NCc2ccccc2)C(C)C)cc1 (stereo not drawn) | 1 | 2 | -0.1 | -4 | -1 | -0.1 | 19 | 1 | 0.2 | 2
CCOC(=O)N1CCC(NC(=O)c2cc(COc3ccc(F)cc3Cl)on2)CC1 | 2 | -1 | -0.2 | -8 | 0 | 2.1 | -1 | -3 | -0.4 | -11
OC(CN1CCOCC1)CN(c1ccccc1)c1ccccc1 (stereo not drawn) | -2 | -3 | 0.1 | -11 | -2 | -0.9 | -3 | -2 | -1.5 | 4
COc1ccccc1CNC(=O)[C@H](C)N1C(=O)N2CCc3c([nH]c4ccccc34)[C@@]2(C)C1=O | -4 | -2 | -0.5 | 20 | -4 | 0.3 | 6 | 3 | -0.6 | -2
COC(=O)CS(=O)(=O)c1nnc([C@H](Cc2ccccc2)NC(=O)OC(C)(C)C)o1 | 3 | -1 | 0.1 | 4 | -10 | -0.4 | 9 | 5 | 0.3 | -2
CCOC(=O)c1ccc(NC(=O)CSc2nccn2C)cc1 | -1 | 0 | -0.2 | 0 | -2 | 0.3 | 2 | -1 | -0.2 | 5
O=C(COC(=O)c1cc[n+]([O-])cc1)Nc1ccc(Cl)cc1[N+](=O)[O-] | 2 | -3 | -0.8 | -8 | -5 | -1.5 | -1 | -25 | 0.8 | 5
CCOCCCNC(=O)c1cc(Sc2ccc(F)cc2)nc2ccccc12 | 3 | -4 | -0.1 | 1 | -3 | -0.1 | 13 | -9 | 1.8 | 1
Cc1ccc(C(=O)NC(C)c2ccc(-n3ccnc3)cc2)c(C)c1 (stereo not drawn) | 2 | 0 | -0.2 | -2 | -3 | -6.9 | 5 | -2 | 0.1 | 5
NC1=NC2(CCN(Cc3ccccc3)CC2)n2c(nc3ccccc32)N1 | 3 | 2 | 0.8 | -7 | -1 | 49* | 6 | -4 | 1.8 | 7
C[C@H](CO)N1C[C@H](C)[C@@H](CN(C)S(C)(=O)=O)Oc2ccc(NS(=O)(=O)c3ccccc3)cc2C1=O | 2 | -2 | -0.2 | 0 | -6 | -1.1 | 18 | -3 | -1.2 | -8
CCCC(=O)N(CCN1CCOCC1)c1nc2c(F)cc(F)cc2s1 | 2 | 1 | 0.4 | 13 | -3 | -0.3 | -7 | 1 | 1.2 | -1
CCOc1ccccc1CNC(=O)c1cc2oc3ccccc3c2n1C | -4 | 2 | -0.8 | -10 | -6 | 4.4 | 3 | -2 | 2.2 | -8
O=C(NCc1ccc(Cl)cc1)C(=O)NCC(c1cccnc1)N1CCN(c2ccc(F)cc2)CC1 (stereo not drawn) | -4 | -4 | -0.4 | 3 | -3 | -1.0 | 7 | -2 | 1.7 | 3
Cc1c(C(=O)N2CCN(c3ncccn3)CC2)oc2c(Cl)cccc12 | -1 | 3 | -0.3 | -1 | 0 | -0.1 | -14 | -1 | -1.0 | 1
CC(=O)c1cccc(NC(=O)COc2cc(C)on2)c1 | 3 | -1 | -0.2 | 19 | -3 | -1.9 | 4 | 2 | -0.5 | -4
Cc1ccc(NC(=O)CN(C)C(=O)COc2ncnc3ccc(Br)cc23)cc1 | 0 | -2 | -0.1 | -5 | -3 | 0.3 | -3 | -28 | -0.4 | 1

Following part.
canonical_smiles | DNMT1 block | STEP block | Tb MetRS inh | Scp-1 inhibitor | bovine MsrA act | LMPTP inh | NRP1-CendR mod | SUMO1-SIM PPI | MsrA inh | E coli Lon inh
O=C(NCc1ccccc1)c1cccc2c1C(=O)c1ccc(/C=C/c3ccccc3)cc1S2(=O)=O | 16 | 3 | -0.7 | -8 | -4 | 1.5 | -23 | -19 | 1.0 | 2
COc1c2ccoc2cc2oc(C)cc(=O)c12 | -3 | -3 | 0.6 | 1 | -1 | -0.8 | -4 | 3 | 0.5 | -12
Brc1ccc(-c2csc(N3CCC(c4ccccc4)C3)n2)cc1 (stereo not drawn) | 22 | 2 | -1.6 | 8 | -5 | 1.6 | 7 | 2 | -0.2 | -9
CCN(CC)S(=O)(=O)c1cccc(NC(=O)CN2C(=O)NC3(CCOc4ccccc43)C2=O)c1 (stereo not drawn) | -2 | -1 | -0.3 | -1 | 0 | 0.1 | -18 | 4 | 0.0 | -8
CN(CCc1ccccn1)C(=O)CCc1nnc(CCCc2ccccc2)o1 | -2 | 2 | -0.5 | -1 | -2 | -0.7 | 1 | -3 | -0.2 | -5
CC(Oc1ccccc1)C(=O)Nc1nc(-c2ccncc2)cs1 (stereo not drawn) | 0 | 1 | -0.5 | -3 | -5 | 0.3 | -13 | 4 | 0.1 | -11
Nn1c(Cc2ccccc2F)nnc1SCC(=O)N1CC(=O)Nc2ccccc21 | -1 | -2 | -1.1 | 0 | 0 | -0.9 | -1 | 0 | 0.9 | -11
C=CCn1c(SCC(=O)N2CCOCC2)nc(O)cc1=O | 3 | 4 | 0.7 | 11 | -2 | -1.9 | -10 | 0 | -0.2 | -3
COc1ccc2c(c1)[N+](C)(C)C(C)(C)C=C2C | -4 | -2 | 0.6 | 93* | 1 | -2.4 | 8 | 1 | -0.8 | -1
COc1ccc(NC(=O)CN(C)C(=O)CNC(=O)Cc2cccc3ccccc23)cc1 | 0 | -3 | 0.3 | -7 | -3 | 0.2 | -8 | -8 | -0.1 | -16
Cc1ccc(S(=O)(=O)N2CCC(C(=O)N3CCCCCCC3)CC2)cc1 | 1 | 1 | -0.6 | -7 | -4 | 0.2 | -10 | 4 | 1.0 | 2
CCc1ccccc1NC(=O)c1ccc(NCCc2ccccc2)c([N+](=O)[O-])c1 | -1 | 18 | -0.5 | -9 | -3 | 3.3 | -39 | -9 | -0.4 | -7
O=C(N=C1c2ccccc2CN1c1ccc(F)c(F)c1)c1cccnc1 | -4 | -1 | 0.1 | -1 | -2 | 1.5 | -4 | -8 | 0.1 | -2
O=C(CC(=O)N/N=C/c1c(Cl)cccc1Cl)NCc1cccnc1 | -1 | 3 | -0.7 | 0 | -6 | -0.4 | 20 | 0 | -0.3 | 9
Cc1cc(C)cc(NC(=O)COC(=O)[C@@H](NC(=O)c2ccco2)C(C)C)c1 | -1 | 1 | 0.6 | 1 | 0 | 1.4 | -2 | 1 | 1.4 | -2
CCOC(=O)C1=C(O)CSC1=Nc1ccccc1 | 1 | -2 | 0.1 | 1 | 0 | 2.0 | -34 | 0 | -0.3 | -6
Cc1c(C#N)c(=O)oc2ccc3ccccc3c12 | -3 | 6 | -0.4 | -5 | 0 | 2.3 | -8 | -17 | -0.1 | -8
COC(=O)c1c(C(=O)OC)c2cccc3cc(-c4ccccc4)c4ccc1c4n32 | -7 | -2 | -0.5 | 12 | 1 | 4.7 | 23 | -11 | 0.0 | 4
Cc1cccc(C)c1NC(=O)CCCSc1nnc(-c2ccc(F)cc2)n1-c1ccccc1 | -1 | -1 | -0.2 | 7 | -1 | 1.1 | -12 | 1 | -0.6 | -4
CCCn1c(SCc2ccccc2)nc2c1c(=O)[nH]c(=O)n2C | -1 | -3 | 1.0 | 1 | -8 | -0.4 | -1 | -1 | -1.3 | -4
COc1ccc(/C=C2\SC(=S)N(CCC(=O)NC3C=CS(=O)(=O)C3)C2=O)cc1 (stereo not drawn) | 0 | -5 | 0.1 | 20 | -5 | 6.7 | 4 | -22 | 1.3 | 2

3 compounds from above, ordered by the value under E coli Lon inh, smallest number first:
canonical_smiles | DNMT1 block | STEP block | Tb MetRS inh | Scp-1 inhibitor | bovine MsrA act | LMPTP inh | NRP1-CendR mod | SUMO1-SIM PPI | MsrA inh | E coli Lon inh
CCOC(=O)N1CCC(NC(=O)c2cc(COc3ccc(F)cc3Cl)on2)CC1 | 2 | -1 | -0.2 | -8 | 0 | 2.1 | -1 | -3 | -0.4 | -11
COc1ccccc1CNC(=O)[C@H](C)N1C(=O)N2CCc3c([nH]c4ccccc34)[C@@]2(C)C1=O | -4 | -2 | -0.5 | 20 | -4 | 0.3 | 6 | 3 | -0.6 | -2
Cc1ccc(NC(=S)NNC(=S)Nc2cccc(C(F)(F)F)c2)cc1 | -39 | 5 | 0.0 | -1 | -2 | 10.0 | -2 | 2 | 1.2 | 7
